Bioassay records (PubChem BioAssay)
Tn7 DDE FP = disrupts Tn7 cyclic peptide binding to fibrin D-Dimer-E complex | inhibition, % at 8.3 µM | 0.13% of 370,000 active | AID 720508 | FP displacement of FITC-Tn7 peptide from fibrin DD(E); 0% = median of compound wells per plate;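 active = inhibition above the mean of compounds falling within the control limits plus 3 SD of them, cut at about 14% in these data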;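 also: 0% = plate median of compound wells and 100% = 10 µM Aha-Tn7 peptide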
Target sequence (P02675 whole entry, looked up): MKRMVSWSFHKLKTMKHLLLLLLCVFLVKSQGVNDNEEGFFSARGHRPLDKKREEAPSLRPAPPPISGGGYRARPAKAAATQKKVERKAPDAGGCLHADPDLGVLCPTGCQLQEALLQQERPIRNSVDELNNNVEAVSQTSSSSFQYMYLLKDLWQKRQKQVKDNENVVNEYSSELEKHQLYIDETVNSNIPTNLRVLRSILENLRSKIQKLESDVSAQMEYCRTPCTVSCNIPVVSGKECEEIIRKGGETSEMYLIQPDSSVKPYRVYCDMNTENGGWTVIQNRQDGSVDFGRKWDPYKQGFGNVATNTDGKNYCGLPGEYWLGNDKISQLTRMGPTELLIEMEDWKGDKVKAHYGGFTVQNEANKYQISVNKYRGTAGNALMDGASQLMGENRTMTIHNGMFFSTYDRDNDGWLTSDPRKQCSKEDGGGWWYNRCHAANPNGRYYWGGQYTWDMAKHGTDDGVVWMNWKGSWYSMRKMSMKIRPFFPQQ
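Assay system: Human clot-derived fibrin DD(E) complex | Buffer or medium: Tris/NaCl/CaCl2 buffer, pH 7.8 | Repeats: One replicate per compound | Benchmarks: Aha-Tn7 high control | Measure: % inhibition scaled between sample-field median and high-control FP | Schedule: 10 min plus 3 h, room temperature | Signal: Fluorescence polarization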
TDP2 inh = TDP2 (human) inhibition, absorbance primary screen; O95551; recombinant TDP2, T5PNP hydrolysis, p-nitrophenol absorbance 415 nm; inhibition, % at 12.8 µM; 0.34% of 370,000 active;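 active = inhibition above the mean of all tested compounds plus 3 SD, set per campaign, cut at about 25% in these data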;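 also: 0% = DMSO with enzyme and 100% = buffer with substrate but no TDP2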
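Material: recombinant human TDP2; quantity: TDP2 enzyme at 120 nM final; medium: Tris-HCl pH 7.5 with MgCl2; compound: single concentration, 12.8 µM nominal, with 1% DMSO; incubation: 2 h enzyme incubation at 37 °C; signal: epi absorbance; measure: percent inhibition; benchmarks: high control without enzyme, low control DMSO plus TDP2; repeats: singlicate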
UHRF1 binding = blocks human UHRF1 binding to methylated DNA. Q96T88. inhibition, % at 4.4 µM. 0.75% of 370,000 active. UHRF1 binding to methylated oligo, TR-FRET; in the data active = inhibition above about 21%;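 also: UHRF1 SRA domain binding a hemimethylated CpG hairpin DNA probe; 0% = median of test compound wells and 100% = reference inhibitor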
Tn6 DDE FP = disrupts Tn6 cyclic peptide binding to fibrin D-Dimer-E complex; Fibrin DD(E) TRITC-Tn6 fluorescence polarization displacement; P02675; inhibition, % at 8.3 µM; 0.21% of 370,000 active;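 active = inhibition above a per-campaign cutoff: mean of compounds within control limits plus 3 SD, cut at about 15% in these data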;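 also: 0% = median of all compound wells on the plate and 100% = blocking peptide control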
LEDGF integ inh = blocks HIV-1 LEDGF/p75-dependent DNA integration; TR-FRET IN-LEDGF/p75 DNA integration, Eu/Cy5; 0.64% of 370,000 active; inhibition, % at 3.7 µM;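 active = inhibition above the screen-wide mean plus 3 SD, cut at about 13% in these data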;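 also: signal is the Cy5 over europium emission ratio at 671 and 618 nm; 0% = plate median of compound wells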
MBD2 inh = MBD2-methylated oligo binding inhibition; inhibition, % at 4.4 µM; Q9UBB5; TR-FRET, MBD2 binding to methylated oligonucleotide; 0.31% of 370,000 active; in the data active = inhibition above about 13%
Target sequence (Q9UBB5 whole entry, looked up): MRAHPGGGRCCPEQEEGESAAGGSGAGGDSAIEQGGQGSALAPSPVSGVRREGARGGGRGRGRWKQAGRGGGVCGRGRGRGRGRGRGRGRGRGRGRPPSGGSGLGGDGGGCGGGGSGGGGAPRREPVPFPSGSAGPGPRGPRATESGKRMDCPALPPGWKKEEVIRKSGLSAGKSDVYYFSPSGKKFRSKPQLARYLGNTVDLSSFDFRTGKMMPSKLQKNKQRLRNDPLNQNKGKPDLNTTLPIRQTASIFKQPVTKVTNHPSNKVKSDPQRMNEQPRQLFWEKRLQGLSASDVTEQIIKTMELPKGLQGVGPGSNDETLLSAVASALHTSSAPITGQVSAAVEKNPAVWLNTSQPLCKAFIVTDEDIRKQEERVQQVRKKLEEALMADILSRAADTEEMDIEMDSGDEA
TCR-CD3 inh = inhibitors of human TCR-CD3 interaction. TAMRA-labeled TCR probe fluorescence, biochemical. inhibition, % at 9.4 µM. AID 651800. 0.37% of 360,000 active; in the data active = inhibition above about 19%;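 also: recombinant mutant TCR 2C K166C tagged with TAMRA read by polarization; 0% = receptor in buffer alone and 100% = receptor with positive control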
KLK7 zymogen act = proKLK7 (human) activation, primary screen; P49862; purified proKLK7, EDANS-DABCYL substrate fluorescence; 100% is mature enzyme control, 0% vehicle; activation, % at 7 µM; 0.9% of 370,000 active; AID 652039;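 active = activation above the mean of all tested compounds plus 3 SD, computed per campaign excluding outliers beyond control limits, cut at about 13% in these data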
PRMT1 inh = inhibitors of human PRMT1; 1.3% of 370,000 active; recombinant PRMT1, activity-based probe fluorescence polarization; Q99873; inhibition, % at 2.79 µM;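 active = inhibition above about 21% made by adding two undisclosed values, limit read from the data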
SIAE inh = blocks human sialic acid acetylesterase; Q9HAT2; SIAE FP-Rh probe binding, fluorescence polarization; inhibition, % at 9.66 µM; 0.69% of 370,000 active;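 active = inhibition above a cutoff: mean of compounds within the control limits plus 3 SD of those, cut at about 17% in these data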;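 also: 0% = plate median of compound wells and 100% = probe without SIAE protein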
Active calls of the source: *.

structure,TCR-CD3 inh,TDP2 inh,UHRF1 binding,MBD2 inh,KLK7 zymogen act,SIAE inh,LEDGF integ inh,Tn6 DDE FP,Tn7 DDE FP,PRMT1 inh
CCOC(=O)[C@@H]1[C@H]2COc3cc(OC)ccc3[C@@H]2N2C(=O)N(c3ccc(OC)cc3)C(=O)[C@@]12C,-8,7,-1,4,-0.4,-1,0,-2,1,2
Cc1cccc(N(CC(=O)N2CCN(c3ccccc3F)CC2)S(C)(=O)=O)c1,3,-3,0,4,0.7,-3,2,-2,-1,6
CCOC(=O)c1nnn2c1nc(SCC(C)=O)c1ccccc12,0,-4,-2,-2,0.9,-2,-4,4,-2,1
O=C(Nc1ccc2c(c1)CCC2)c1cccc(S(=O)(=O)N2CCN(c3ccc(F)cc3)CC2)c1,16,-6,-4,-1,-3.8,-58,-2,1,2,3
Cc1cc(C)cc(N(C(=O)c2ccco2)C(C(=O)NC2CCCC2)c2ccncc2)c1 (stereo not drawn),-3,-14,-1,-2,-0.8,5,-7,-2,-2,5
O=C(Nc1cccc(C(F)(F)F)c1)C1CCN(S(=O)(=O)c2cnc[nH]2)CC1,-2,-11,4,-3,-0.1,2,4,8,-6,4
CN(C)CCN(C(=O)c1ccco1)c1nc2cc3c(cc2s1)OCCO3,4,-5,-1,-6,-0.3,1,3,-5,2,-2
CC(C)N(C)Cc1cn(C)nc1-c1ccc(Oc2ccccc2)cc1,1,-9,-1,0,-0.6,-5,0,8,4,0
COc1ccc(NC(=O)ON=C2c3ccccc3-c3ccccc32)cc1,5,-8,-1,-5,0.1,-12,7,3,-6,-2
Cc1ccc(C(CC(=O)NCc2ccco2)c2ccc(OC(C)C)cc2)cc1 (stereo not drawn),-2,-4,4,3,-0.3,5,-3,-3,5,1
COc1ccc(C2C(C(=O)NCC3CCCO3)c3cc(OC)c(OC)cc3C(=O)N2C)cc1OC (stereo not drawn),-4,8,1,5,0.2,0,4,-9,-1,1
COc1cc2c(C(=O)NCCCOC(C)C)cn(CC(C)C)c(=O)c2cc1OC,-7,-7,3,-1,-1.1,1,3,6,-1,1
O=C(COC(=O)c1ccccc1NCCO)Nc1cc(C(F)(F)F)ccc1N1CCOCC1,2,-1,1,1,-3.2,3,-4,-2,0,-2
COc1ccc([N+](=O)[O-])cc1NC(=O)c1ccc(-n2nc(C)cc2C)cc1,6,5,-1,-4,-0.2,-13,-1,0,2,1
COc1ccc(/C=N\Nc2ccccn2)c(OC)c1,-2,-7,-4,-1,-0.2,1,1,2,-6,-1

Other entries
structure,TCR-CD3 inh,TDP2 inh,UHRF1 binding,MBD2 inh,KLK7 zymogen act,SIAE inh,LEDGF integ inh,Tn6 DDE FP,Tn7 DDE FP,PRMT1 inh
COc1ccc(NC(=O)CSc2nc3[nH]ncc3c(=O)[nH]2)cc1OC,-3,1,2,-1,-0.3,4,-4,-4,6,-3
COc1cccc(/C=N/NC(=O)C(=O)NCc2cccnc2)c1OC,-5,4,0,5,0.7,-7,-3,2,2,5
COc1ccccc1CCNC(=O)C(=O)Nc1cc2c3c(c1)C(C)C(=O)N3CCC2 (stereo not drawn),-4,16,-1,-1,0.3,5,1,4,4,2
Brc1ccc2[nH]ncc2c1,-4,-5,4,1,0.2,4,-5,6,2,-2
Cc1ccc(SC[C@H](CC(C)C)N2CCN(CCc3ccccc3)CCC2=O)cc1,-4,-10,1,-1,1.5,-1,3,5,5,1
Nc1[nH]c(C(=O)c2ccccc2)c(-c2ccccc2Br)c1C(=O)c1ccccc1,7,2,4,1,0.0,8,-2,-1,-6,0
COc1ccc(C(=O)OCC(=O)N(C)C2CCS(=O)(=O)C2)cc1Br (stereo not drawn),5,1,-1,-3,0.3,-2,0,6,-3,-1
CSCCC(NC(=O)c1ccccc1Cl)C(=O)N1CCCCC1 (stereo not drawn),-8,7,41*,1,-0.3,-2,-2,2,5,3
CCOc1cccc(/C=N/NC(=O)c2cccnc2)c1O,-3,0,1,0,-0.2,1,-7,8,7,0
O=C(C1CC=CCC1)N1CCN(S(=O)(=O)c2ccc(F)cc2)CC1 (stereo not drawn),0,-7,-1,1,0.4,5,0,2,1,-4
COc1cccc(-c2sc3ccc(OC)cc3c2C#CCCO)c1,1,8,5,-3,-3.0,-5,3,-1,0,4
CCSc1nnc(NC(=O)C2CCCCC2)s1,4,3,-2,5,0.3,-2,1,5,4,1
Nc1nonc1-c1noc(N2CCOCC2)n1,-4,-1,3,-2,-0.5,4,-1,-2,-4,0
CSc1ccc(/C=C(/NC(=O)c2ccc(C)cc2)C(=O)Nc2cccc(C)c2)cc1,-6,-16,6,8,-0.1,-8,-5,-4,2,5
Cc1ccc(NC(=O)CCC(=O)N2CCC(C)CC2)c([N+](=O)[O-])c1,-4,-2,-1,6,0.0,5,-3,-10,3,2

Next part:
structure,TCR-CD3 inh,TDP2 inh,UHRF1 binding,MBD2 inh,KLK7 zymogen act,SIAE inh,LEDGF integ inh,Tn6 DDE FP,Tn7 DDE FP,PRMT1 inh
O=C(Cn1cc2c(n1)CCCCC2)NCCN1CCOCC1,8,3,-2,-3,-0.1,-3,1,8,-3,-4
COc1ccc(C(=O)N2CCC(C(=O)Nc3ccc(C)cc3)CC2)cc1,-8,-14,98*,2,-0.7,0,-1,-10,0,8
COc1ccccc1C(NC(=O)C1CCCCC1)c1c(O)ccc2ccccc12 (stereo not drawn),-7,-23,2,-4,0.2,3,3,4,6,-4
CCCCOC(=O)c1ccc(N=Nc2c(C)c(C#N)c(O)[nH]c2=O)cc1,2,11,-1,-3,0.8,-1,1,1,-3,-3
COc1ccc(C(=O)c2ccsc2N)cc1,-3,8,-4,-5,-0.1,3,-2,19*,3,16
COc1ccc(C2CC(c3ccc(Cl)cc3)Nc3nc(NC(=O)c4ccco4)nn32)cc1 (stereo not drawn),9,-20,6,6,-0.6,-7,-1,-4,-2,-1
COCCSc1ccccc1C(=O)Nc1nnc(COC)s1,-3,4,-3,4,0.5,-2,0,-2,-3,0
CCOC(=O)c1cc2c(=O)n3ccccc3nc2n(C(C)C)c1=NC(=O)c1ccco1,4,3,-3,-5,44*,3,1,7,-5,1
COc1ccc(CCNC(=O)C2CC3Cn4c(nc5cc(C)c(C)cc54)C3N2C)cc1 (stereo not drawn),1,2,0,-3,-0.2,-1,0,1,0,-3
CCC(C(=O)NC1CCCCC1)N(Cc1cccs1)C(=O)CCC(=O)Nc1cc(C)on1 (stereo not drawn),1,17,-1,-1,-0.3,4,0,-5,-1,-2
Cc1ccc(N(C(=O)Cn2nnc3ccccc32)C(C(=O)NCc2ccco2)c2ccc(C)o2)cc1 (stereo not drawn),-2,1,3,-1,0.2,-6,-1,3,7,-1
O=C(NC1CCCC1)C(c1cccnc1)N(C(=O)c1csnn1)c1ccccc1 (stereo not drawn),-5,6,2,2,-0.1,-1,0,9,-6,-5
OC[C@H]1O[C@@H](c2nc(-c3ccc(C4OCCO4)cc3)no2)[C@H](O)[C@@H]1O,-4,6,0,1,0.7,-2,-2,-2,2,3
CCCOc1ccccc1C(=O)NCCCC(=O)O,0,7,1,0,0.2,-2,1,-4,-4,1
O=C(Oc1ccc(Br)cc1C(=S)N1CCCC1)c1ccccc1Cl,2,2,1,-2,0.5,-4,0,-1,8,2

New compounds follow:
structure,TCR-CD3 inh,TDP2 inh,UHRF1 binding,MBD2 inh,KLK7 zymogen act,SIAE inh,LEDGF integ inh,Tn6 DDE FP,Tn7 DDE FP,PRMT1 inh
CCCCOc1ccc(S(=O)(=O)n2c(C)nc3ccccc32)cc1,1,2,43*,0,-0.1,-1,-3,8,2,2
Cc1cc(NC(=O)OC(C)(C)C)c(-n2nnnc2C(C(=O)c2ccc3c(c2)OCO3)N2CCN(c3ccccn3)CC2)cc1C (stereo not drawn),-2,-2,-6,-9,1.0,5,5,-8,5,-2
CN(C)CCN(Cc1cc2cc3c(cc2[nH]c1=O)OCO3)C(=S)NCc1ccco1,1,9,0,2,1.8,5,1,0,5,2
CCc1c(C(C)S(=O)(=O)c2ccccc2)[nH]c(=O)n1CC (stereo not drawn),1,-10,-3,-1,-0.4,4,4,2,0,14
COc1ccc(OC)c(C2C(C(=O)N(C)C)=C(C)Nc3nc4ccccc4n32)c1 (stereo not drawn),-1,-1,14,-3,-0.2,1,-3,6,10,-1
Cc1ccc(NC(=O)CN2C(=O)C3C4C=CC(C4)C3C2=O)cc1 (stereo not drawn),3,-21,0,-3,0.2,-3,2,-3,-5,-3
CC(CN1CCCC1)C(=O)NN (stereo not drawn),-2,2,1,3,-0.3,-5,-4,-1,3,3
CC(=O)Nc1ccc(S(=O)(=O)Nc2nc(C)nc3sc4c(c23)CCC4)cc1,1,-12,2,3,1.5,-1,3,-1,0,-1
CC(C)(C)OC(=O)C[C@@H]1C/C=C\C[C@H](CC(=O)N(CCO)Cc2ccccc2)C(=O)NC[C@@H](c2ccccc2)OC1=O,1,4,-1,-2,-0.2,0,0,5,2,-1
CCNCc1ccc(OCc2ccccc2F)c(OC)c1,-3,-6,3,0,0.0,-1,0,-4,1,6

Profiles, quoted from the list. Values in the order: TCR-CD3 inh	TDP2 inh	UHRF1 binding	MBD2 inh	KLK7 zymogen act	SIAE inh	LEDGF integ inh	Tn6 DDE FP	Tn7 DDE FP	PRMT1 inh
`CCNCc1ccc(OCc2ccccc2F)c(OC)c1` in the list: -3	-6	3	0	0.0	-1	0	-4	1	6
`CC(=O)Nc1ccc(S(=O)(=O)Nc2nc(C)nc3sc4c(c23)CCC4)cc1` in the list: 1	-12	2	3	1.5	-1	3	-1	0	-1

Not a hit list. Share with any hit: about 4.6%.
